Compound activity from PubChem BioAssay.
FBW7 activator: FBW7 E3 ligase activators, primary screen, biochemical, AlphaScreen, human. AlphaScreen FBW7–phospho-cyclin E peptide binding, activator screen. normalized activity (activation), % at 26.1 µM. actives 0.13% (n = 650,000). AID 1259310, 2017; in the data active = normalized activity above about 1.9%;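 also: purified mutant Fbw7 with reduced substrate affinity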
TEAD-YAP inh: TEAD-YAP interaction inhibition, primary screen, TEAD-YAP interaction inhibitor project, luminescence, HEK-TIYL cells; TEAD-Gal4/YAP UAS-luciferase luminescence; inhibition, % at 9.12 µM; actives 1.4% (n = 640,000); in the data active = inhibition above about 32%;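 also: 0% = median of test compound wells and 100% = reference inhibitor wells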
GPR151 activ: activators of human GPR151, primary screen, cell-based, PathHunter beta-arrestin, luminescence | PathHunter beta-arrestin GPR151 cells | activation, % at 11.2 µM | actives 1% (n = 650,000); in the data active = activation above about 4.9%;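 also: 0% = median of compound wells and 100% = cells with positive control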
Target sequence (Q8TDV0 whole entry, looked up): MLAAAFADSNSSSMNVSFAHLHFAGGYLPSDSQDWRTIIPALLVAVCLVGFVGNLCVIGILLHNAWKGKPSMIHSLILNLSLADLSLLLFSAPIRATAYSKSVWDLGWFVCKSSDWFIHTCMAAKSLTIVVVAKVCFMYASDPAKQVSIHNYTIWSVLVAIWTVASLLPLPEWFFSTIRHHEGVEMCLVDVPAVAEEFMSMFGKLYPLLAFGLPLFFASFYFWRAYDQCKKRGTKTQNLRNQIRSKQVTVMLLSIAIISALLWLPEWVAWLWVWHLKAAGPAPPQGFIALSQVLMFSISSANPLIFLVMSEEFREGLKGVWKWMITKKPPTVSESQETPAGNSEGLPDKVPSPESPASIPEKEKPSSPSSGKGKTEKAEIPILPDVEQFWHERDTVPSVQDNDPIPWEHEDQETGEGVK
MITF inh: MITF inhibitors, primary screen, biochemical, AlphaScreen, human; actives 0.91% (n = 650,000); Microphthalmia-associated transcription factor (Homo sapiens), O75030; inhibition, % at 2.6 µM; AlphaScreen MITF homodimerization, bead proximity signal; AID 1259374, 2018; in the data active = inhibition above about 50%;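 also: 0% = vehicle wells with protein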
Target sequence (O75030 whole entry, looked up): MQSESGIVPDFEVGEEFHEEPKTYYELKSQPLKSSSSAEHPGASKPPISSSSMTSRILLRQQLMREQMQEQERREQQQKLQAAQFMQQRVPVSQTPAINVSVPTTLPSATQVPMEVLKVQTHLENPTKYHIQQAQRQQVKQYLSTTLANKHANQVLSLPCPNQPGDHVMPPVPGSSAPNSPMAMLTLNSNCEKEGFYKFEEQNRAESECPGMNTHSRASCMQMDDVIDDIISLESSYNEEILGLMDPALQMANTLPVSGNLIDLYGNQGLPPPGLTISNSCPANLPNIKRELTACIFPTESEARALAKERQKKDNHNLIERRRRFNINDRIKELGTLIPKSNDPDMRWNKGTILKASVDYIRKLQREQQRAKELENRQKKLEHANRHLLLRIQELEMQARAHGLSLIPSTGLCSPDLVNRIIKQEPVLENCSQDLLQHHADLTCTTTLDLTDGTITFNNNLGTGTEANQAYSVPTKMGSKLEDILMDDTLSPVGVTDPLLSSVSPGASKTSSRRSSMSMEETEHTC
* marks the source's active call; other numbers are inactive results; & = joins results of further samples.

SMILES	FBW7 activator	TEAD-YAP inh	GPR151 activ	MITF inh
Cc1ccc(OCC(=O)Nc2cccc(-c3nc4cc(C)cc(C)c4o3)c2)c(C)c1	0.0	1	2.3	7
CCOc1ccc(NC(=S)N(CCN2CCOCC2)C2CCN(C(C)=O)CC2)cc1	0.1	9	0.0	-6
c1ccc(N=P(N2CCOCC2)(N2CCOCC2)N2CCOCC2)cc1	-0.1	-4	-0.4	-2
COc1ccc(NS(=O)(=O)c2ccc(NC(=O)c3ccccc3O)cc2)nn1	0.6	-3	-1.6	11
CCc1ccc(NC(=O)c2ccc(F)c(S(=O)(=O)N3CCC(Cc4ccccc4)CC3)c2)cc1	0.2	-5	-0.4	-2
O=C(Cn1c(=O)[nH]c2ccccc21)NCc1ccc2c(c1)OCO2	0.1	75*	-5.8	6
CN1C(=O)c2ccccc2C(C(=O)O)C1c1cccc(Cl)c1 (configuration not stated)	0.0	-1	0.3	16
Cc1ccc(N=c2c([N+](=O)[O-])nn(-c3ccc4c(c3)OCCO4)n2O)c(Cl)c1	-0.1	47*	1.2	-4
COCCNc1oc2c(c1-c1ccc(C)cc1)c(=O)oc1ccccc12	0.1	-5	1.3	-11
c1cncc(-c2ncc(-c3ccncc3)c(-c3ccncc3)n2)c1	-0.3	2	1.3	10
Cn1c(SCC(=O)Nc2ccc(F)cc2)nnc1-c1cccs1	0.1	16	0.1	1
CCNC(=O)CC(NC(=O)c1ccccc1)C(=O)O (configuration not stated)	0.0	8	2.9	1
c1ccc(N2CCN(c3nc(NCc4cccnc4)c4[nH]cnc4n3)CC2)nc1	-0.1	-6	-1.8	8
CCOc1ccccc1Nc1ncnc2c1c(-c1ccccc1)cn2-c1ccc(C)c(Cl)c1	-0.2	-12	2.7	5
CC(C)n1c(Nc2cccc(N(C)C)c2)nc2c(Nc3ccc4c(c3)OCO4)ncnc21	0.2	-57	1.5	19
COc1c(Cl)cc(/C=N/n2cnnc2)cc1Cl	0.6	1	-1.0	-11
O=C1CCCC2=C1C(c1ccc3c(c1)OCCO3)NC(=S)N2 (configuration not stated)	0.1	-6	-1.3	-1
Cn1c(=O)c(=O)n(C)c2cc(S(=O)(=O)N3CCCc4ccccc43)ccc21	-0.1	-1	2.6	12
O=C(c1ccc(Cl)cc1)c1cc([N+](=O)[O-])ccc1N1CCCCCC1	0.2	3	-0.3	5
COc1ccc(NC(=S)NC(=O)c2ccco2)cc1OC	-0.3	-6	-0.6	11
Cc1nc2ccccc2c(C(=O)OCC(=O)c2ccccc2)c1C(=O)OCC(=O)c1ccccc1	0.1	12	0.1	4
CCc1ccc(-c2nc(CS(=O)CC(=O)N3CCOCC3)c(C)o2)cc1 (configuration not stated)	1.3	7	-0.1	12
O=C(CN(CCc1ccccc1)S(=O)(=O)c1ccccc1)NC1CCCCC1	0.0	1	2.0	0
O=C(Oc1ccc(OC(=O)c2ccc(F)cc2)c(S(=O)(=O)c2ccc(Br)cc2)c1)c1ccc(F)cc1	-0.1	3	-0.6	-4
Cc1ccc(OCCOCCN2CCN(C)CC2)c(C)c1	0.0	-1	1.6	65*
Cc1cc(C)n2nc(C(=O)N/N=C/c3ccccc3O)nc2n1	-0.5	0	1.3	11
CC1=C(C(=O)N2CCOCC2)C(c2ccc(F)cc2F)NC(=O)N1 (configuration not stated)	-0.1	-6	-0.1	9
O=C(NC1CCCCC1)C1CCC(CNc2c(N3CCOCC3)c(=O)c2=O)CC1 (configuration not stated)	-0.1	7	-0.5	0
COC(=O)c1ccccc1NC(=O)COC(=O)CCC1CCCC1	-0.1	-9	-1.6	-4
Cc1ccc(C)c(-n2c(SCCN3CCOCC3)nnc2-c2cccnc2)c1	0.0	0	-0.2	-4
CCC(C)(C)NC(=O)CN(C(=O)c1csnn1)c1ccc(F)c(Cl)c1	0.0	13	-0.8	-32
CC(C)OCCCNC(=O)CN1C(=O)COc2ccccc21	0.3	-5	2.0	11
COc1ccc2nc(NC(=O)c3cccnc3)sc2c1	0.2	-19	3.7	-4
O=C(NCCN1CCCCCC1)c1ccc2c(c1)NC(=O)C(N1CCOCC1)S2 (configuration not stated)	-0.1	2	-1.3	-6
CCOc1cc(CN)c(Br)cc1OC	-0.1	12	3.0	-9
COC(=O)CSc1nnc(CNC(=O)c2cccc(C)c2)n1-c1ccccc1OC	0.1	-6	3.0	5
COC(=O)C1=C(C)NC(=O)/C1=C\c1ccc(OCC(=O)NC2CCCCC2)cc1	0.0	11	-0.3	10
Cc1cc([N+](=O)[O-])cc2c1NC(=O)C2(O)N1CCCC(C)C1 (configuration not stated)	-0.2	-12	0.7	-2
COc1cc([N+](=O)[O-])ccc1NC(=O)CSc1nc(C)cc(C(F)(F)F)n1	-0.1	10	0.6	0
Cc1ccc(/C=C2/NC(=O)N(c3ccccc3)C2=O)o1	0.4	-8	-1.8	22

By substructure: the entries above with a Cl atom.
SMILES	FBW7 activator	TEAD-YAP inh	GPR151 activ	MITF inh
CN1C(=O)c2ccccc2C(C(=O)O)C1c1cccc(Cl)c1 (configuration not stated)	0.0	-1	0.3	16
Cc1ccc(N=c2c([N+](=O)[O-])nn(-c3ccc4c(c3)OCCO4)n2O)c(Cl)c1	-0.1	47*	1.2	-4
CCOc1ccccc1Nc1ncnc2c1c(-c1ccccc1)cn2-c1ccc(C)c(Cl)c1	-0.2	-12	2.7	5
COc1c(Cl)cc(/C=N/n2cnnc2)cc1Cl	0.6	1	-1.0	-11
O=C(c1ccc(Cl)cc1)c1cc([N+](=O)[O-])ccc1N1CCCCCC1	0.2	3	-0.3	5
CCC(C)(C)NC(=O)CN(C(=O)c1csnn1)c1ccc(F)c(Cl)c1	0.0	13	-0.8	-32

Limited to FBW7 activator and MITF inh, for some of the entries so far:
| structure | FBW7 activator | MITF inh |
| --- | --- | --- |
| Cc1ccc(N=c2c([N+](=O)[O-])nn(-c3ccc4c(c3)OCCO4)n2O)c(Cl)c1 | -0.1 | -4 |
| COCCNc1oc2c(c1-c1ccc(C)cc1)c(=O)oc1ccccc12 | 0.1 | -11 |
| c1cncc(-c2ncc(-c3ccncc3)c(-c3ccncc3)n2)c1 | -0.3 | 10 |

The list goes on:
SMILES	FBW7 activator	TEAD-YAP inh	GPR151 activ	MITF inh
COC(=O)c1c(NC(=O)Cc2ccccc2)sc2c1CCC2	-0.1	-6	-0.2	-9
CCc1nc2c(=O)[nH]c3ccccc3c2o1	0.1	5	-2.3	4
COc1ccc(S(=O)(=O)NCCCCCC(=O)O)cc1C(=O)O	0.0	0	8.8*	10
COc1cc(NC(=S)NCCN2CCOCC2)cc(OC)c1	0.2	12	-1.7	5
Cc1cc(C)c(S(=O)(=O)Nc2ccc(F)c(F)c2)c(C)c1	0.0	14	2.0	7
COc1ccc2nc3sc(C(=O)NCC4CCCO4)c(N)c3cc2c1 (configuration not stated)	0.1	4	1.1	5
Cc1cc(NC(=O)c2cccs2)ncc1NC(=O)c1ccccc1F	-0.2	-51	-4.4	12
C#CCn1cnc2c(cnn2-c2ccc(C)c(C)c2)c1=O	-0.2	-43	-0.3	-6
Cc1cc(=O)[nH]c(SCc2ccccc2)n1	0.0&-0.1	-2&3	-1.3&1.6	10&-2
COC(=O)C1C(=O)NC(SCC(=O)Nc2ccccc2C)=C(C#N)C1c1ccc(Cl)cc1Cl (configuration not stated)	0.2	6	4.2	-4
Cc1c(Cl)cccc1NC(=O)CCCn1c2ccccc2c(=O)c2ccccc21	0.3	-3	-0.8	14
CCOCCOC(=O)C1=C(C)N(C)C(=O)NC1c1cc(Cl)c(O)c(OCC)c1 (configuration not stated)	0.0	-1	0.9	-2
COC(=O)c1c(OCc2ccc(F)cc2)cc(=O)n2c1CCN(Cc1nccs1)CC2	-0.1	-22	0.2	1
O=C(Nc1ccccc1)N1CCn2c(nc3ccccc32)C1	0.6	-4	1.3	3
CC(C)NS(=O)(=O)c1ccc(OCC(=O)O)c(Cl)c1	0.1	5	1.1	5
Clc1ccc(OCCSc2ncnc3ccccc23)cc1	-0.2	5	2.1	-2
Nc1nc(-c2ccc3c(c2)OCCO3)cs1	-0.1	-49	2.8	7
O=C1CCCN1CCn1cnc2c(NCc3nc4ccccc4[nH]3)nc(Nc3ccncc3)nc21	-0.1	-1	2.8	1
COc1ccc(S(=O)(=O)Nc2ccccc2C(=O)NC(C)c2ccccc2)cc1OC (configuration not stated)	0.0	3	-0.9	6
CN1CCCCC1=NCCCn1cnc2c1c(=O)n(C)c(=O)n2C	0.2	-8	0.9	2
NCCCn1c2c(c3ccccc31)CCCC2	-0.3	-12	1.2	2
O=C1CSc2ccc([N+](=O)[O-])cc2N1Cc1ccccc1F	-0.1	5	-0.3	13
Cc1nnc(NC(=O)c2cccn(OCc3ccccc3F)c2=O)s1	-0.2	-28	-0.3	-14
CCOC(=O)c1c(C)oc2c1c(C(c1cccnc1)N1CCOCC1)c(O)c1ccccc12 (configuration not stated)	0.2	-73	0.4	6
C=CCn1cc(/C=C(/C#N)C(=O)OCC)c2ccccc21	0.6	3	0.6	-1
CCOC(=O)c1c(NC(=O)Cn2cnc([N+](=O)[O-])n2)sc2c1CCC(C)C2 (configuration not stated)	0.1	-7	-0.9	9
Cc1ccc(CCNC(=O)c2nnc(Cc3cccc(F)c3)o2)cc1	-0.1	6	-3.0	4
COc1ccc(CCNC(=O)c2ccc3c(c2)nc(SCc2cccc([N+](=O)[O-])c2)n2c4ccccc4nc32)cc1OC	0.0	6	1.2	7
Fc1cccc(CNCc2ccccc2)c1	0.1	8	1.4	6
COC(=O)CCN(C(=O)c1ccc(C)c([N+](=O)[O-])c1)c1ccccn1	0.1	8	0.2	2
CC(C)CNc1ncnc2ccc(Br)cc12	-0.1	42*	0.6	-5
CCOC(=O)C1CCN(C(=O)c2cccn3c(=O)c4cc(Cl)ccc4nc23)CC1	0.1	1	-0.3	3
O=C1OC(c2ccc(Cl)cc2)=N/C1=C/c1cc2ccccc2nc1N1CCOCC1	0.1	-1	-0.6	-7
CC1=CC(C)(C)N2C(=O)C3(C(C#N)=C(N)Oc4cc(C)oc(=O)c43)c3c(C)c(C)cc1c32 (configuration not stated)	0.9	9	-1.0	25
CN(C)c1cccc(-c2nc(-c3cccnc3)cnc2N)c1	-0.2	0	-0.2	4
O=C(CSCc1ccccc1)Nc1ccc2c(c1)C(=O)N(c1ccccc1)C2=O	0.2	6	1.2	9
CCOC(=O)c1cc2c(c(CSc3nc4ccccc4c(=O)n3CCc3ccc(S(N)(=O)=O)cc3)c1)OCOC2	-0.1	-11	-1.3	2
Cc1ccc(S(=O)(=O)NCCSc2ncc(-c3ccc([N+](=O)[O-])cc3)[nH]2)cc1	0.0	8	-1.0	18
CCC(C)OC(=O)C1=C(C)NC2=C(C(=O)CCC2)C1c1cccs1 (configuration not stated)	-0.2	8	0.5	11
O=C(CSc1ccc2nnc(-c3cccnc3)n2n1)NCc1ccccc1Cl	0.3	3	0.2	3
CCOC(=O)C1=C(c2ccccc2)NC(=O)NC1c1cc([N+](=O)[O-])ccc1O (configuration not stated)	-0.1	9	-0.1	16
Cc1ccc2c(c1)-c1c(cnn1CC(=O)NCCN(C)C)CO2	0.0	-1	11*	0
CCOC(=O)c1ccc(CN(Cc2ccccc2)S(=O)(=O)c2cc(C)ccc2C)cc1	0.0	-2	-0.1	-3
O=C(O)c1ccccc1C(=O)Nc1nnc(-c2ccc3c(c2)OCO3)s1	-0.1	9	-1.1	12
O=C(NC1CC1)c1cnc2scc(-c3ccccc3Cl)n2c1=O	0.3	8	-0.2	11
Cc1ccc2cc(CN(Cc3cccs3)C(=O)C3CC3)c3nnnn3c2c1	0.0	-6	-0.9	25
Cc1ccc(N2C(=O)C3CCC(C)CC3C2=O)cc1 (configuration not stated)	-0.1	-5	0.5	-2
COc1ccc(CCn2c(SCC(=O)Nc3ccc(C)c(Cl)c3)nc3ccccc3c2=O)cc1OC	0.8	11	-1.1	3
COc1ccc(C(=O)Nc2cccc(Cl)c2N2CCCC2)cc1[N+](=O)[O-]	0.0	-2	-0.1	3
COC(=O)C1=C(C(F)(F)Cl)NC(=O)NC1c1ccccc1 (configuration not stated)	0.3	-2	0.9	18
CC(=O)COC(=O)c1c(C)c(-c2ccccc2)nc2ccccc12	0.0	-2	0.1	0
CCCCSC1=C(C#N)C(c2ccccc2C)CC(=O)N1 (configuration not stated)	0.2	4	-0.7	15
O=C(NCc1ccccc1)c1cccc(Nc2ccccc2)c1	0.0	3	-0.3	35
Cc1cc(C)cc(NC(=O)CCS(=O)(=O)c2cc3c(cc2Cl)NC(=O)CO3)c1	0.3	4	0.3	0
COc1cc(/C=C(\C#N)C(=O)Nc2ccc(F)cc2)cc([N+](=O)[O-])c1O	-0.4	37*	-0.9	-5
O=C(O)c1ccccc1C(=O)OCc1ccc(F)cc1F	0.1	3	0.2	-3
Cc1cc(=O)oc2cc(OCC(=O)N3CCCC3C(=O)O)ccc12 (configuration not stated)	0.1	2	0.7	1
Cc1ccc(C(=O)Nc2cc3ccccc3oc2=O)cc1C	-0.2	62*	-2.1	-3
C=CC(O)(C#CCN(CC)CC)c1ccccc1 (configuration not stated)	-0.6	-2	0.3	3

Fetched by structure from above, three records:
SMILES	FBW7 activator	TEAD-YAP inh	GPR151 activ	MITF inh
COc1ccc(NS(=O)(=O)c2ccc(NC(=O)c3ccccc3O)cc2)nn1	0.6	-3	-1.6	11
CC(=O)COC(=O)c1c(C)c(-c2ccccc2)nc2ccccc12	0.0	-2	0.1	0
Cc1ccc(S(=O)(=O)NCCSc2ncc(-c3ccc([N+](=O)[O-])cc3)[nH]2)cc1	0.0	8	-1.0	18
